ERp5 inh: blocks human ERp5 reductase activity on insulin; ERp5 insulin aggregation, absorbance 650 nm, 90 min; inhibition, % at 9.99 µM; 350,000 tested, 0.05% active; AID 651711;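 active = mean replicate inhibition above about 25%, with every replicate also reaching it, limit read from the data, passing the limit was not always enough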
RAD52 anneal inh: blocks human RAD52 DNA annealing. inhibition, % at 18.7 µM. recombinant RAD52 DNA annealing, FRET fluorescence. P43351. 360,000 tested, 0.46% active. AID 651710;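 active = every replicate showing at least 50% inhibition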
XiGFP reactiv: X-chromosome reactivation activator | XiGFP mouse fibroblasts, % GFP-positive cells imaging, 3 d; cells co-treated with 5-aza-dC sensitizer; scaled so ellipticine positive control = 100% | activation, % at 7.58 µM | 360,000 tested, 0.055% active | AID 743238;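 active = mean normalized replicate activation at least 10% and every replicate at or above 10%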;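 note: 0% = median of on-plate neutral control wells and 100% = ellipticine 6 µM median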
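System: 68-5-11 XiGFP fibroblast line | Buffer or medium: DMEM containing 5-aza-dC | Compound: Single point | Times: Compounds 3 days, fix/stain 15 min at room temperature | Benchmarks: Positive control ellipticine, 6 µM final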
RAD54 inh: inhibitors of human RAD54 branch migration; Q92698; RAD54 Holliday junction branch migration, FAM/BHQ fluorescence; inhibition, % at 10.4 µM; 360,000 tested, 0.14% active; AID 602329;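 active = mean normalized replicate activity at least 40 and at least half of replicates scoring 40 or more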;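 note: 0% = median of neutral control wells and 100% = median of positive control wells; inhibitors cause a drop in the FAM fluorescence signal; in these data hits start at about 50%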
esBAF inh: blocks esBAF chromatin remodeling in mouse ES cells; reporter increase, % at 12.5 µM; Bmi1-luciferase knock-in reporter, 24 h; 100% = twice the neutral-well signal; 350,000 tested, 2% active; in the data active = activation above about 40%;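 note: 0% = median of the plate's neutral control wells and 100% = double that signal; a rise in the Bmi1 reporter signal indicates esBAF inhibition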
S100A4 MyoIIA: S100A4-myosin IIA interaction inhibition; P26447; S100A4/TAMRA-MyoIIA peptide fluorescence polarization; inhibition, % at 10.7 µM; 360,000 tested, 0.14% active; AID 652163;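 active = mean inhibition of at least 70% across replicates, with every replicate also reaching that level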
Target sequence (P26447 whole entry, looked up): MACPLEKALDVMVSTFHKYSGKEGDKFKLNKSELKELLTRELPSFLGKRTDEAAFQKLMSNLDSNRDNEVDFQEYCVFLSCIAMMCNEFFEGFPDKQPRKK
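Material: S100A4 monomer protein | Medium: HEPES pH 7.2 with CaCl2, KCl, NaCl, DTT, Triton | Reagent: Labelled myosin peptide probe, 5 nM | Doses: One dose per compound | Times: 5 min incubation before reading | Benchmarks: Neutral control DMSO, positive control TFP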
E-selectin induc: E-selectin induction on HUVECs; P16581; HUVEC E-selectin immunofluorescence imaging; normalized: neutral wells 0, TNF-alpha wells 100; activation, % at 7.58 µM; 260,000 tested, 0.37% active; AID 686992;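 active = mean E-selectin-positive cell signal at least 10% of the positive control, reached in at least 60% of replicates, without over 20% cell loss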;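 note: in these data hits start at about 27%; measured in HUVEC primary endothelial cells; signal is the percent of cells scored E-selectin positive by PE staining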
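material = human umbilical vein endothelial cells (HUVEC), E-selectin induction | quantity = 3,000 cells/well | medium = EGM-2 growth medium on 0.1% gelatin-coated wells | technique = immunofluorescence imaging | read-out basis = % PE-positive cells | control set = TNF-alpha positive control, DMSO neutral control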
ERAP1 HTS inh: inhibitors of human ERAP1 aminopeptidase; Q9NZ08; recombinant ERAP1, Leu-AMC fluorescence, 60 min; inhibition, % at 10.7 µM; 340,000 tested, 0.15% active; AID 652197;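 active = mean replicate inhibition of at least 30%, or all replicates individually reaching that 30% level; inactive = mean below 30% and not every replicate reaching it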;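 note: 0% = neutral control wells and 100% = L-leucinethiol positive control wells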
Target sequence (Q9NZ08 whole entry, looked up): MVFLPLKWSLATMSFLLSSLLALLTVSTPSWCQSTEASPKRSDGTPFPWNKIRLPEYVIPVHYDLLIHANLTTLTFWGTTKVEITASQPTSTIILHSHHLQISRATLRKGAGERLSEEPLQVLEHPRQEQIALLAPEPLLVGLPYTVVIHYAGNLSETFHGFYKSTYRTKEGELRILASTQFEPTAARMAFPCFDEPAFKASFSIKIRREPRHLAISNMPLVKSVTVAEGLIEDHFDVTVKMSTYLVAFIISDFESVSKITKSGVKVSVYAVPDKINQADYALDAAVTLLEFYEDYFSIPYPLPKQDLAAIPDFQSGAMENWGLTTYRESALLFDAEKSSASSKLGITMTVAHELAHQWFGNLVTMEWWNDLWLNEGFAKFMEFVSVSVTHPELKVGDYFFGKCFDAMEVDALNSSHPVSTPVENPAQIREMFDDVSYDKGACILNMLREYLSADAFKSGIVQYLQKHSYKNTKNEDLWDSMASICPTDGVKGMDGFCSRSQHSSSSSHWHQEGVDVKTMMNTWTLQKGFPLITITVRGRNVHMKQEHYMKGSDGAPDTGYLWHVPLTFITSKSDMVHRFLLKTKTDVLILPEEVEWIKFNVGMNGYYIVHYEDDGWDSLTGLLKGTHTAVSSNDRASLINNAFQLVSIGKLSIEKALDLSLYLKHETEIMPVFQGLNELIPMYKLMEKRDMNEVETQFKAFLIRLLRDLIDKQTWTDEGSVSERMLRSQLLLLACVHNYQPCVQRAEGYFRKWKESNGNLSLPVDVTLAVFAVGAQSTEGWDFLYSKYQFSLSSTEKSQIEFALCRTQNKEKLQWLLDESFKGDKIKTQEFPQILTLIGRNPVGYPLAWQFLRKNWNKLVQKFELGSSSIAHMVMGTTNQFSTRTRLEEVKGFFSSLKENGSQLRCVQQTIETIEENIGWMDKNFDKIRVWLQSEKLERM
* = called active by the depositor; nt = not tested or not shown; & = joins results of further samples.

SMILES	ERp5 inh	RAD52 anneal inh	XiGFP reactiv	RAD54 inh	esBAF inh	S100A4 MyoIIA	E-selectin induc	ERAP1 HTS inh
N#Cc1ccc(-c2ccc3c(c2)[C@@H]2[C@@H](CCN2S(=O)(=O)c2cccc(F)c2)[C@@H](CO)N3)cc1	-3	-8	0.0	2	-1	0	-1.1	0
COc1ccc(CN(C)C[C@@H]2Oc3ccc(NC(=O)Nc4ccc5c(c4)OCO5)cc3C(=O)N([C@@H](C)CO)C[C@H]2C)cc1	-2	15	0.1	61*	-3	-3	0.1	1
CN(C)C(=O)C[C@@H]1CC[C@H](NC(=O)NC2CCCC2)[C@@H](CO)O1	-1	10	-0.4	-2	0	8	-0.2	1
CC(C)NC(=O)N(C)C[C@@H]1OCCCC[C@@H](C)Oc2ccc(NC(=O)c3ccncc3)cc2C(=O)N([C@@H](C)CO)C[C@H]1C	3	-28	0.3	2	-3	48	0.2	-2
C[C@H](CO)N1C[C@H](C)[C@H](CN(C)C(=O)NC2CCCCC2)Oc2ccc(NC(=O)CCCN(C)C)cc2C1=O	-3	-32	-0.1	-3	-2	20	-0.2	0
CN(C)C(=O)c1cccc(-c2ccc(C3[C@H]4CNC[C@@H]3N4CC3CCCCC3)cc2)c1 (some centres not stated)	2&1	7&-17	0.0&0.0	nt	nt	2&-1	0.1&0.0	1&-1
O=C(C[C@@H]1C[C@@H]2c3cc(NC(=O)C4CCC4)ccc3O[C@@H]2[C@H](CO)O1)NCC1CC1	2	0	0.0	-6	-3	-14	0.3	-2
CC(=O)N1CCN(c2ccc(N3CCN(C(C)=O)[C@H](C)C3)c(C)c2)[C@@H](C)C1	0	-13	0.2	nt	nt	-9	-0.1	5
Cc1cc(C)n(CCC(=O)N=Nc2c(O)[nH]c3ccccc23)n1	2	-1	-0.1	3	-5	-6	nt	-1
Clc1ccc(N2CCN(Cc3ccc(Br)o3)CC2)cc1	-1	-14	0.0	7	0	-2	0.5	-1
NC(=O)C1CCN(C(=O)CCNS(=O)(=O)c2cc(Br)cnc2N)CC1	4	-4	0.1	-13	-7	-2	nt	1
CC(C)C[C@@H](COc1ccccc1)N1CCN(Cc2ccccc2)CCC1=O	2	8	0.0	nt	nt	0	0.2	nt
O=C(NNc1ccc(-c2csnn2)cc1)c1cc(Cl)cc(Cl)c1	5	-8	-0.1	-1	nt	0	nt	nt
CN(C)C1(CNC(=O)C2CCN(S(=O)(=O)c3c(Cl)cccc3Cl)CC2)CCCCC1	15	-2	-0.1	nt	nt	22	1.8	0
O=C1/C(=C/c2ccncc2)Oc2cc(OS(=O)(=O)c3ccccc3)ccc21	-7	-1	0.3	5	1	6	-0.1	6
CO[C@H]1CN(C)C(=O)c2cc(NC(=O)NC3CCCCC3)ccc2OC[C@@H](C)N(CC2CCOCC2)C[C@H]1C	9	16	0.4	-4	7	-1	-0.3	-4
CN(C)CCCNC(=O)OC1CC2CC1[C@H]1CCCCN1C2=O (some centres not stated)	0	0	0.0	nt	nt	11	0.0	-2
O=C(C[C@H]1C[C@@H]2c3cc(NS(=O)(=O)c4ccc(F)cc4)ccc3O[C@@H]2[C@H](CO)O1)N1CCCCC1	3	-12	0.0	0	-3	2	-0.5	10
C[C@H]1CN([C@@H](C)CO)C(=O)c2cccc(NC(=O)Nc3cccc4ccccc34)c2O[C@H]1CN(C)CC1CC1	3	38	0.0	nt	nt	-2	nt	0
Cc1noc(C)c1NC(=O)N(C)C[C@H]1Oc2c(NS(C)(=O)=O)cccc2C(=O)N([C@H](C)CO)C[C@H]1C	-3	0	-0.1	1	0	-2	1.0	2
Cc1nn(-c2ccccc2)nc1C(=O)Nc1nnc(C(F)(F)F)s1	-9	-3	0.0	-26	-14	0	6.2	0
COc1ccc(NC(C)=O)cc1C#N	-12	-3	0.4	nt	nt	-2	-1.7	nt
C=CCNC(=O)COC(=O)c1ccccc1C(=O)N(C)C1CCCCC1	4	-9	0.7	-2	nt	-2	-0.1	-6
CSc1ncccc1C(=O)NCC(=O)Nc1ccc(F)c(F)c1	1	-3	0.0	4	0	-1	1.7	-2
COc1ccc(NC2CCCN(C(=O)c3csc(C)n3)C2)cc1 (configuration not stated)	1	2	0.3	0	-3	-8	nt	3
O=S(=O)(Nn1cnnc1)c1ccc(F)cc1	1	-2	0.0	nt	nt	4	nt	-1
O=C(CSc1nnc(CNC(=O)c2ccccc2)o1)Nc1nccs1	-7	-38	0.2	0	nt	-24	-0.2	-4
Cc1noc(C)c1COc1ccc(C(=O)NCC(c2c(F)cccc2Cl)N(C)C)cc1 (configuration not stated)	9	-6	-0.1	-6	-3	0	nt	0
CC(=O)NCCC(=O)Nc1nc(-c2ccccc2Cl)cs1	-8	-3	-0.3	nt	nt	0	3.3	-1
NC(=O)[C@@H]1CCCN1C(=O)[C@H](CCc1ccccc1)NC(=O)[C@H]1O[C@@H](n2cnc3c(N)ncnc32)[C@H](O)[C@@H]1O	-4	-4	0.3	nt	nt	-14	-0.1	0
C[C@@H]1CN([C@H](C)CO)C(=O)c2cc(NC(=O)CCC(F)(F)F)ccc2O[C@@H]1CN(C)Cc1ccc(C(=O)Nc2ccccc2N)cc1	2	16	0.0	2	-17	12	4.9	6
C[C@H]1CN([C@@H](C)CO)C(=O)c2cccc(NC(=O)c3ccc(-c4nccs4)cc3)c2O[C@@H]1CN(C)C(=O)NC1CCCCC1	-2&-1	-4&-5	-0.8&0.0	5&-6	0&7	24&-1	-3.5&0.8	0&1
CCC1CCCCN1CCCNC(=O)CCC(=O)N1CC(C)Oc2ccccc21 (configuration not stated)	-4	-11	0.0	-3	0	-4	-0.5	5
CCOC(=O)c1ccccc1NC(=O)c1cccc2c1C(=O)N(C1CCN(C(=O)OCC)CC1)C2	-1	-14	0.0	-2	10	1	nt	1
Cc1noc(C)c1NC(=O)N(C)C[C@H]1OCCCC[C@H](C)Oc2ccc(NC(=O)C3CCCCC3)cc2C(=O)N([C@H](C)CO)C[C@@H]1C	-11	9	-0.6	-7	3	-8	-0.2	2
O=C(c1ccc2c(c1)N(Cc1ccccc1)C(=O)c1ccccc1S2)N1CCCC1	2	-8	nt	-4	5	-5	nt	3
CCCNC(=O)Nc1ccc2c(c1)C(=O)N(C)C[C@H](OC)[C@H](C)CN(C(=O)c1ccccc1F)[C@H](C)CO2	2	7	0.2	0	-18	-7	-0.2	0
COc1ccc(/C=C/C(=O)Nc2cc(F)ccc2C)cc1S(=O)(=O)N1CCOCC1	3	-5	-0.1	nt	1	1	0.0	-1
COc1ccc(S(=O)(=O)N(C)C[C@@H]2Oc3ccc(NC(=O)Nc4c(C)noc4C)cc3CC(=O)N([C@@H](C)CO)C[C@H]2C)cc1	1	11	0.4	3	1	9	-2.4	1
Cc1ccc(S(=O)(=O)N(C)C[C@H]2Oc3c(NC(=O)C4CC4)cccc3C(=O)N([C@@H](C)CO)C[C@H]2C)cc1	-2	-6	-0.6	-12	0	-38	-11	-1
CCCN(C)C[C@H]1OCCCC[C@@H](C)Oc2ccc(NS(=O)(=O)c3cn(C)cn3)cc2C(=O)N([C@@H](C)CO)C[C@@H]1C	8	5	0.1	4	-2	0	-0.1	0
O=C(O)c1ccc(Cn2nnc3sc4c(c3c2=O)CCCC4)cc1	-6	-35	0.1	nt	nt	-7	nt	-34
CC1=CC(C)(C)Nc2ccc(OC(=O)c3cccnc3)cc21	4	-9	nt	-3	-57	0	nt	5
CC(=NNC(=S)Nc1ccc(C)cc1)c1ccccn1	-6	-32	-0.1	nt	-1	-4	0.2	1
Cc1cccc(-n2c(O)c(C=NC3CCS(=O)(=O)C3)c3ccccc3c2=O)c1C (configuration not stated)	0	-10	0.1	-6	nt	0	0.0	-1
COc1ccc(CC(NC(C)=O)C(=O)NC2CCN(c3nc(C)cc(C)c3C#N)CC2)cc1OC (configuration not stated)	-2	-23	-0.8	nt	nt	-4	0.4	6
C[C@@H]1CN([C@H](C)CO)C(=O)c2c(c3ccccc3n2C)-c2ccccc2CO[C@@H]1CN(C)C(=O)CCN(C)C	2	40	-0.8&0.0	nt	nt	6	-4.9	nt
O=C1C=C(c2cccc(O)c2)CCC1	nt	nt	0.0	-5	-1	nt	-0.2	nt
CCCc1ccc(C2C3=C(CC(C)(C)CC3=O)NC3=C2C(=O)c2ccccc23)cc1 (configuration not stated)	-2	10	nt	6	0	3	nt	-8
COC(=O)c1ccc2c(=O)n(Cc3ccc4c(c3)OCO4)c(=S)[nH]c2c1	3	-20	0.2	11	3	-2	0.0	-2
Cc1ccc(C(=O)c2ccccc2C(=O)OCC(=O)NCC2CCCO2)cc1 (configuration not stated)	-1	-24	0.0	nt	1	1	6.2	5
COc1ccc2nc(NC(=O)c3sc4nc(C)cc(C)c4c3N)sc2c1	18	-20	0.1	5	14	0	5.6	2
CC(C)CC#Cc1ccc([C@@H]2[C@@H](CO)N3CCCCN(S(=O)(=O)c4ccc(F)cc4)C[C@@H]23)cc1	4	-12	0.3	5	5	-49	-0.5	-1
CCN(CC)S(=O)(=O)c1ccc(N2CCCCC2)c(NC(=O)/C=C/c2cc(OC)c(OC)c(OC)c2)c1	6	-18	0.2	nt	nt	5	-0.5	2
Nc1nonc1-n1nnc(C(=O)N/N=C/c2ccccc2F)c1CN1CCc2ccccc21	2	-14	0.0	6	-7	3	0.1	1
Cc1ccc(S(=O)(=O)N2CCOCC2)cc1C(=O)Nc1cccc(S(=O)(=O)N2CCCC2)c1	5	-15	-0.1	nt	nt	9	nt	0
C[C@@H]1CN([C@H](C)CO)C(=O)CCCn2cc(nn2)CO[C@H]1CN(C)S(=O)(=O)c1cccs1	-3&-3	7&-2	1.1&0.0	-10&1	-1&-2	1&1	0.0&3.8	-3
CCn1c(=S)sc2c(=O)n(CC(=O)Nc3ccc(OC)c(Cl)c3)c(C)nc21	-1	-4	0.2	8	-8	11	nt	-3
COc1cccc(-c2ccc3c(c2)[C@@H]2[C@@H](CCN2S(=O)(=O)C2=NC(C)C=N2)[C@H](CO)N3C)c1 (some centres not stated)	nt	nt	0.0	5	6	nt	0.0	nt
CCOC(=O)c1nnn(-c2nonc2N)c1-c1ccc(Cl)cc1	3	-1	-0.8	nt	nt	6	-0.6	3

Next results:
SMILES	ERp5 inh	RAD52 anneal inh	XiGFP reactiv	RAD54 inh	esBAF inh	S100A4 MyoIIA	E-selectin induc	ERAP1 HTS inh
CN(C)CC#Cc1ccc([C@H]2[C@@H](CO)N3CCCCN(C(=O)C4CCC4)C[C@@H]23)cc1	nt	nt	0.3	2	1	nt	0.2	nt
COc1cccc(C(=O)N[C@H](C(=O)N2CCC[C@H]2C(=O)NCc2ccccc2)C2CCCCC2)c1	4	-3	0.0	nt	nt	-3	-0.2	-5
Cc1ccc(NC(=O)Cn2nc(C)c3ccccc3c2=O)c(C)c1	1	-4	nt	1	3	-2	nt	-3
C[C@@H]1CN([C@@H](C)CO)C(=O)CCCn2cc(nn2)CO[C@@H]1CN(C)C(=O)Nc1ccc(N2CCN(C)CC2)cc1	0	42	-0.1	1	-5	15	0.1	1

Part of the list above in another layout:
The line under a structure holds: ERp5 inh | RAD52 anneal inh | XiGFP reactiv | RAD54 inh | esBAF inh | S100A4 MyoIIA | E-selectin induc | ERAP1 HTS inh
- CN(C)CC#Cc1ccc([C@H]2[C@@H](CO)N3CCCCN(C(=O)C4CCC4)C[C@@H]23)cc1
  nt | nt | 0.3 | 2 | 1 | nt | 0.2 | nt
- COc1cccc(C(=O)N[C@H](C(=O)N2CCC[C@H]2C(=O)NCc2ccccc2)C2CCCCC2)c1
  4 | -3 | 0.0 | nt | nt | -3 | -0.2 | -5
- Cc1ccc(NC(=O)Cn2nc(C)c3ccccc3c2=O)c(C)c1
  1 | -4 | nt | 1 | 3 | -2 | nt | -3
